From PubChem
HttQ103 aggreg: mutant huntingtin aggregation inhibition; PC12 HttQ103-GFP aggregates, Acumen cytometry, 40 h; Potency, µM (top dose mostly 46.1 µM), without a hit: top-dose activity change, negative = inhibition, actives largely listed as inhibitors; 220,000 tested, 1.1% active; AID 1688; note: potency is the fitted concentration of half-maximal effect; % is set by controls: 0 for no effect and ±100 for the full control effect; nearly all actives have a fitted effect of over 60% in size
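Quantitative HTS on tebufenozide-induced (100 nM) PC12 cells stably expressing polyQ103 Huntingtin exon 1–GFP. Reduction of bright GFP aggregates, detected by laser scanning cytometry after lysis, identified actives across the titration.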
L3MBTL1 inh: inhibitors of human L3MBTL1; AlphaScreen L3MBTL1–H3K9me1 peptide binding; 230,000 tested, 0.66% active; Potency, µM (doses to about 57.1 µM), inactives show top-dose activity, negative = inhibition, usual class: inhibitors; AID 485360; note: potency is the fitted concentration of half-maximal effect; % is set by controls: 0 for no effect and ±100 for the full control effect; nearly all actives have a fitted effect of over 60% in size
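Displacement of a biotinylated histone H3(1-15) peptide monomethylated at Lys9 (75 nM) from L3MBTL1 (50 nM) was measured by AlphaScreen after a 30 min room-temperature compound incubation; cefsulodin titration served as intraplate control.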
IMPase Li inh: membrane-permeable IMPase blocker, potentiated with lithium; CHO-M1 cells, IP1 TR-FRET (IP-One), carbachol + lithium; 210,000 tested, 0.35% active; Potency, µM (series often up to 59.4 µM), without a hit: at the top dose activity, negative = IMPase inhibition, hits mostly inhibitors;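 note: IP1 builds up when IMPase is blocked and the TR-FRET signal falls; potency is the fitted concentration of half-maximal effect; plate controls were basal vehicle for no effect and high inhibitor control for full effect; nearly all actives have a fitted effect of over 50% in size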
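Readout is a homogeneous TR-FRET IP1 immunoassay (Ex 320, Em 665 and 620), where raised cytosolic IP1 lowers signal. Cells were CHO-M1 treated 30 min at 37C with test compounds plus a little lithium; AC50 values came from Hill-equation fitting.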
Epigenetic derep: regulators of epigenetic silencing causing reporter derepression in mouse cells; murine LDR cells, GFP reporter derepression, 30 h; Potency, µM (series often up to 53.9 µM), for the others: top-dose GFP activation, most hits filed as activators; 280,000 tested, 0.2% active; note: potency is the fitted concentration of half-maximal effect; % of control where 0% means no effect; nearly all actives have a fitted effect of over 60% in size
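GFP-positive cell count by laser-scanning cytometry (objects 20–120 um) after 30 h, 37 C compound exposure of murine LDR cells; reporter is CMV-GFP integrated at a silenced locus, inducible by HDAC or DNMT inhibitors.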
NPSR antagonist: blocks cAMP signaling of the human neuropeptide S receptor; Q6W5P4; AID 1461; Potency, µM (series often up to 38.3 µM), inactives show at the highest dose activity change, negative = inhibition, usual class: inhibitors; 220,000 tested, 1% active; CHO-NPSR cells, cAMP TR-FRET, antagonist mode; note: potency is the fitted concentration of half-maximal effect; % is set by controls: 0 for no effect and ±100 for the full control effect; nearly all actives have a fitted effect of over 50% in size; many of its hits are not listed in these tables
Target sequence (Q6W5P4 whole entry, looked up): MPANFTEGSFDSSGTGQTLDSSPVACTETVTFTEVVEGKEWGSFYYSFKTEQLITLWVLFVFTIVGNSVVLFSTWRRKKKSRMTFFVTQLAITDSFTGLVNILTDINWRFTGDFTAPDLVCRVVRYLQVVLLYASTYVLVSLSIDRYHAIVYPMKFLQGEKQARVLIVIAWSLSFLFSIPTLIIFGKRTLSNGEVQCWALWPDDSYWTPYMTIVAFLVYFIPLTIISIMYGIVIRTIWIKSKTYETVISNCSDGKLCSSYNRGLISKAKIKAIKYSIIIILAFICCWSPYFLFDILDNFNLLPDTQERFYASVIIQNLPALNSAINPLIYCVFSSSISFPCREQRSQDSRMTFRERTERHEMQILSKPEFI
CBFb-RUNX1 inh: blocks binding between human CBF-beta and RUNX1; AlphaScreen CBFb-His/RUNX1-biotin binding, biochemical; Potency, µM (highest dose often 59.8 µM), without a hit: at the top dose activity, negative = inhibition, usual class: inhibitors; 230,000 tested, under 10 active; AID 1477; note: % of control where 0% means no effect
Target sequence (Q01196 whole entry, looked up): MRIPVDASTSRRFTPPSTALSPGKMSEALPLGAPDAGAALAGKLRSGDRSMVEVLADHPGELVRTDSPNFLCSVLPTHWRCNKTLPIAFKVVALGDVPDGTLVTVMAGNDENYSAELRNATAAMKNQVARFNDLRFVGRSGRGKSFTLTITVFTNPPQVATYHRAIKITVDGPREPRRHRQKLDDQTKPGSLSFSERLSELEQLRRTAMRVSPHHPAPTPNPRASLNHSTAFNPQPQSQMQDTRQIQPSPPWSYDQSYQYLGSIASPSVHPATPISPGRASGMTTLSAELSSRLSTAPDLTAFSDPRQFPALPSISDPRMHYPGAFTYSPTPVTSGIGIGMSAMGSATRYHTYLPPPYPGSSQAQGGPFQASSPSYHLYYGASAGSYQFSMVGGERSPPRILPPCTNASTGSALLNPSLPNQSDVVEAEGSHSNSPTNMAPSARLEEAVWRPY
Target sequence (Q13951 whole entry, looked up): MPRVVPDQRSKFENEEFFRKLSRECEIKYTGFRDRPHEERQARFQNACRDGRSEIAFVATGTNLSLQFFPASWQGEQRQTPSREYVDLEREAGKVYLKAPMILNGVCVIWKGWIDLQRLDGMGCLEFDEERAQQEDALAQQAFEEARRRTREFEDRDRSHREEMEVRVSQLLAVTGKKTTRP
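Interaction loss through any mechanism counts as activity. Pre-formed complex of His-CBF-beta and biotin-RUNX1 (30 nM apiece) is incubated with compound 15 min, then with 50 ng nickel and 50 ng streptavidin beads for 90 min before AlphaScreen detection.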
Luc counter: blocks Kinase-Glo luciferase, a counter-screen artifact. Q27757. Kinase-Glo luciferase, ATP luminescence, 8 min. Potency, µM (series often up to 38.3 µM), without a hit: at the top dose activity change, negative = inhibition, most hits filed as inhibitors. 200,000 tested, 0.28% active. AID 1379; note: potency is the fitted concentration of half-maximal effect; % is set by controls: 0 for no effect and ±100 for the full control effect; nearly all actives have a fitted effect of over 60% in size
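Compounds were added to a substrate mix at pH 7.2 (50 mM imidazole, 10 uM ATP, within the enzyme's linear range), followed by Kinase-Glo detection reagent; luminescence was measured after 8 minutes at ambient temperature.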
* = called active by the depositor; ? = inconclusive; nt = no result given; [ ] = dose if it differs, or a comment. Calls come from the whole dose curve; as a rule, active = well fitted curve in the direction sought with a large enough effect; inconclusive = small, poorly fitted or top-dose-only effect, or another doubt; inactive = no such curve, though single readings can be large; an effect the other way counts as inactive or inconclusive. The list is partial (hit frequency here may not be typical).

SMILES	HttQ103 aggreg	L3MBTL1 inh	IMPase Li inh	Epigenetic derep	NPSR antagonist	CBFb-RUNX1 inh	Luc counter
CCCC(=O)Nc1ccc(-c2nc3cc(C)c(C)cc3o2)c(O)c1	-3%	nt	8%[38.3 µM]	-1.0%	?	1%	-1%
CC(=O)c1cc(C#N)c(SCc2ccc([N+](=O)[O-])cc2)nc1C	2%[9.22 µM]	1%	-2%	-4.7%	-15%	-8%	0%
COc1cc(C2C(C#N)=C(N)N(Nc3ccccc3)C3=C2C(=O)CC(C)(C)C3)ccc1OCc1cccc(F)c1 (configuration not stated)	?	-8%	-5%[38.3 µM]	-1.1%	-28%[46.1 µM]	-19%	-1%
Cc1[nH]n(-c2nc(-c3ccccc3)cc(=O)[nH]2)c(=O)c1CCO	-3%	50%[activator]	19%	0.9%	12%	-16%	-1%
Cc1c(NC(=O)OCCSc2nc(N(C)C)nc(N(C)C)n2)sc(=S)n1C	5%	nt	8%[38.3 µM]	0.7%	-17%[46.1 µM]	-8%	-3%
CCOC(=O)c1sc(=S)n(-c2ccccc2)c1NC(C)=O	-14%[9.22 µM]	1%	nt	0.0%	-12%	5%	nt
CC1=C(C(=O)N2CCOCC2)C(c2ccc(Cl)cc2)NC(=S)N1 (configuration not stated)	-11%	21%	nt	-0.9%	-3%[46.1 µM]	-4%	nt
COc1ccc(CCNC(=O)C2Cc3ccccc3C(=O)O2)cc1 (configuration not stated)	10%	-8%	3%	-0.5%	-22%	6%	3%
CC(=O)NC(Cc1ccccc1C)C(=O)NC1CCN(C(=O)c2cccc(C)c2)CC1 (configuration not stated)	0%[9.22 µM]	2%	-1%	-0.1%	-1%	6%	-3%
O=C(Nc1nnc(Cc2ccccc2)s1)c1ccco1	-3%	nt	-6%[38.3 µM]	0.4%	-3%[46.1 µM]	0%	15%
COc1cc(/C=N\NC(=O)c2c(C)nc3cc(C)ccn23)ccc1O	9%[9.22 µM]	16%	12%	-2.6%	-1%	-6%	2%
CN(c1ccc(C(=O)Nc2ccccc2C(=O)N2CCOCC2)cc1)S(C)(=O)=O	3%	8%	-1%	-1.2%	1%[46.1 µM]	-3%	8%
C/C(CC(=O)N1CCCC1)=N\NC(=O)c1cc2ccccc2cc1O	15%[9.22 µM]	-29%	nt	0.1%	-1%	-19%	nt
O=C(C1CCN(S(=O)(=O)N2CCOCC2)CC1)N1CCN(Cc2ccccc2)CC1	-2%	5%	-4%[38.3 µM]	0.0%	-7%[46.1 µM]	-3%	-1%
O=C(Nn1cnc2ccccc2c1=O)c1ccc([N+](=O)[O-])cc1Cl	0%	9%	-3%	-1.4%	11%	1%	3%
CC(C)C12CN3CC(C(C)C)(CN(C1)C3c1ccc3c(c1)OCO3)C2=O (configuration not stated)	8%	3%	25%[38.3 µM]	-0.9%	-20%[46.1 µM]	1%	-1%
CSCC(=O)Nc1cc(C)on1	-3%[9.22 µM]	13%	nt	0.0%	6%	6%	nt
Cc1ccc(NC(=O)CN2C(=O)S/C(=C\c3cccn3-c3cccc(C(=O)O)c3)C2=O)c(C)c1	14%	?	-10%[38.3 µM]	-1.9%	-18%[46.1 µM]	-13%	2%
Cn1cnc([N+](=O)[O-])c1N=C(N)N	7%[9.22 µM]	5%	nt	0.0%	-18%	7%	nt
Cc1ccc(S(=O)(=O)N2CCOCC2)cc1C(=O)OCC(=O)Nc1ccc2c(c1)OCO2	17%	nt	-2%[38.3 µM]	-1.5%	-10%[46.1 µM]	-1%	-5%
CCOc1ccc(CN(C)CC(=O)Nc2cccc(S(=O)(=O)N(C)c3ccccc3)c2)cc1	-17%	-8%	14%	1.1%	-21%	-4%	-2%
Cc1cccc(Oc2cc(N)cc([N+](=O)[O-])c2)c1	12%	-7%	16%[38.3 µM]	1.1%	-8%[46.1 µM]	-3%	1%
O=C(COC(=O)[C@H](Cc1ccccc1)N1C(=O)c2ccccc2C1=O)Nc1ccc2c(c1)OCO2	3%	nt	30%[activator][38.3 µM]	-0.3%	-26%[46.1 µM]	-20%	-3%
N#CCCN(C(=O)COC(=O)c1ccc(S(=O)(=O)Nc2ccccc2)cc1)c1ccccc1	-13%	?	10%	1.0%	-10%	0%	3%
CCN1C(=O)c2cccc3c(S(=O)(=O)NC(Cc4c[nH]c5ccccc45)C(=O)O)ccc1c23 (configuration not stated)	-18%	0%	-7%[38.3 µM]	-0.8%	1%[46.1 µM]	0%	1%
New compounds follow.
SMILES	HttQ103 aggreg	L3MBTL1 inh	IMPase Li inh	Epigenetic derep	NPSR antagonist	CBFb-RUNX1 inh	Luc counter
NC(=O)c1c(NC(=O)c2cc3ccccc3o2)sc2c1CCC2	0%	-3%	7%[38.3 µM]	?	-27%[46.1 µM]	2%	-12%
CC(C)CN1CCN(Cc2ccc3ncccc3c2)CC1CCO (configuration not stated)	-10%	8%	4%	-3.1%	-24%	1%	1%
CC(=O)Nc1c(C(=O)N2CCOCC2)cnn1-c1ccc(C)c(C)c1	0%	-2%	-12%[38.3 µM]	11%	3%[46.1 µM]	8%	-4%
CCC(=O)Nc1ccc(-c2cc(-c3ccccc3)nc(-c3ccc(NC(=O)CC)cc3)n2)cc1	-3%	0%	10µM*	4.3%	3%[46.1 µM]	8%	0%
Nc1cc(=O)[nH]c(SCC(=O)Nc2ncc(C(F)(F)F)cc2Cl)n1	2%[9.22 µM]	-1%	9%	-0.7%[10.1 µM]	7%	-11%	-2%
COc1ccccc1C(CC(=O)N1CCCC1)c1ccc2c(c1)OCO2 (configuration not stated)	-14%	-23%	4%	-1.2%	-10%	-15%	-2%
O=C(c1cccc(OC2CCN(C3CCCC3)CC2)c1)N1CCCCCCC1	3%[9.22 µM]	-1%	19%	-1.8%	-7%	8%	1%
Cc1sc2nc(SCC(N)=O)n(-c3ccccc3)c(=O)c2c1C	2%	nt	3%	-2.7%	0%	4%	2%
Cc1cc(C)nc(Nc2n[nH]c(-c3ccc(C(C)(C)C)cc3)n2)n1	?	-16%	13%	4.8%	-23%	-5%	-5%
Cc1cccc2c1[nH]c1nc(N/N=C\c3ccco3)nnc12	-2%	-9%	0%	-0.9%	?	?	0%
CC(=O)Nc1ccc(N2C(=O)c3cccc(NC(C)=O)c3C2=O)cc1	-12%	9%	3%	1.3%	-4%	-4%	1%
Cc1ccc2cc(CN(CCN(C)C)C(=S)Nc3ccccc3)c(=O)[nH]c2c1C	9%[9.22 µM]	-2%	6%	-5.7%	11%	-3%	1%
Cc1ccc2nc(C3CCN(C(=O)NCc4ccccc4)CC3)[nH]c2c1	27%	0%	-21%[38.3 µM]	-0.2%	0%[46.1 µM]	3%	-8%
Cc1ccc(NC(=O)N2CCC(c3nc4c(nnn4Cc4c(F)cccc4Cl)c(=O)[nH]3)CC2)cc1	-8%[9.22 µM]	nt	-8%[38.3 µM]	-3.3%	-22%[46.1 µM]	-5%	7%
O=C(NC(=S)Nc1cccc(F)c1)c1cccc([N+](=O)[O-])c1	-9%[9.22 µM]	nt	nt	0.0%	-48%	-9%	nt
CC1CCCCN1C(=O)C12CCC(C)(/C(=N/O)C1)C2(C)C (configuration not stated)	13%	nt	22%[38.3 µM]	2.0%	-4%[46.1 µM]	1%	2%
CCc1cc2c(nc1CC)CCN(CC/C(C)=N/O[C@@H](C)c1cc(-c3c(C)cc(C)cc3C)no1)C2	?	-1%	17%	?	-28%	-4%[13.1 µM]	-4%
COc1cc(C2=Nc3ccc(Br)cc3C(c3ccccc3)N2CC(=O)NN)cc(OC)c1OC (configuration not stated)	8%[9.22 µM]	-9%	nt	-3.3%	28%	-6%	nt
CC(C)CCNC(=O)CN(C(=O)CCC(=O)Nc1ccccn1)c1ccc(F)c(Cl)c1	-9%	-1%	5%	4.3%	8%	6%	-2%
CCOC(=O)c1[nH]c(C)c(C(=O)N2CCN(c3cccc(Cl)c3)CC2)c1C	-6%	-6%	10%[38.3 µM]	0.9%	-15%[46.1 µM]	-16%	-3%
Cc1ccc(-n2c(C)c3c(C)nnc(C)c3c2C)cc1	-14%	?	nt	-6.2%	-12%[46.1 µM]	-3%	nt
C(#Cc1ccc(C#CCN2CCOCC2)cc1)CN1CCOCC1	4%	-2%	0%[38.3 µM]	0.9%	-2%[46.1 µM]	3%	-1%
CC1Cc2ccccc2N1C(=O)Cn1c(=O)oc2cc(S(=O)(=O)N3CCCCC3)ccc21 (configuration not stated)	-16%	nt	10%[38.3 µM]	1.8%	-17%[46.1 µM]	0%	1%
COC(=O)c1ccc(SCc2cnc(Cl)s2)cc1	4%	25%	19%[38.3 µM]	-1.2%	-27%[46.1 µM]	22%	1%
C=CCOc1cccc(C2/C(=C(/O)c3ccc(F)cc3)C(=O)C(=O)N2CCN2CCOCC2)c1 (configuration not stated)	21%	6%	-7%[38.3 µM]	0.0%	0%[46.1 µM]	1%	-1%
O=C(/C=C/c1ccc2c(c1)OCO2)NCCSCc1ccc(Cl)cc1Cl	?	4%	19%[38.3 µM]	-2.2%	-25%[46.1 µM]	1%	-5%
COc1cc(C(=O)NCC2CCCO2)cc(OC)c1OC (configuration not stated)	4%	1%	-6%	0.0%	3%[46.1 µM]	11%	-3%
O=S(=O)(c1cccc(-c2nnco2)c1)N1CCCC1	-10%	9%	2%	0.0%	0%[46.1 µM]	3%	-2%
COc1ccc(C(=O)N/N=C(/C)c2cccc(NC(=O)C(F)(F)F)c2)cc1	2%	9%	-3%	-0.9%	-5%	-7%	-1%
O=c1n(Cc2ccccc2)nc2n1-c1ccccc1SC2	-10%[9.22 µM]	27%	nt	-3.6%	4%	-3%	nt
